Screening data deposited in PubChem by National Center for Advancing Translational Sciences (NCATS).
HT1080 IDH1KD tx: qHTS for induction of synthetic lethality in tumor cells producing 2HG: qHTS for the HT-1080-IDH1KD cell line | HT-1080 IDH1 knockdown viability, ATP luminescence, 48 h | Potency, µM (top dose mostly 46.1 µM), for inactives: at the top dose activity, negative = toxicity, most hits filed as cytotoxic | 360,000 compounds, 2% hits | AID 686971, 2013;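 further: 0% = DMSO wells and -100% = cell-free medium wells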
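Viability of IDH1-knockdown HT-1080 fibrosarcoma cells was assessed by CellTiter-Glo after 48 h at 37 °C with titrated compound; concentration-effect curves were classified by fit quality and response size.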
KB-3-1 tox: qHTS assay for MDR1-selective chemotherapeutics: Primary screen using the parental adenocarcinoma cell KB-3-1. AID 1347075, 2019. Potency, µM (doses to about 46.1 µM), for the others: at the highest dose activity change, negative = cytotoxic, usual class: cytotoxic. 400,000 compounds, 1.4% hits. KB-3-1 viability, CellTiter-Glo ATP luminescence, 72 h; further: on the % scale 0 is the no-effect control and ±100 the full control effect; nearly all actives have a fitted effect of over 60% in size
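Screening of KB-3-1 cells (DMEM, 10% FBS, phenol-red free) ran from lowest to highest compound concentration; after 72 h at 37 °C viability was read luminescently and curves fitted.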
SW480 rereplic: A quantitative high throughput screen for small molecules that induce DNA re-replication in SW480 colon adenocarcinoma cells; SW480 DNA re-replication, Hoechst DNA content imaging, 48 h; Potency, µM (titrated, usually from 46.1 µM), without a hit: at the top dose re-replication activation, actives largely listed as activators; 340,000 compounds, 1.8% hits; AID 624297, 2012; further: % of control where 0% means no effect; nearly all actives have a fitted effect of over 55% in size
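DNA re-replication was detected as more nuclei of elevated Hoechst intensity after 48 hr exposure to compound (23 nL pinned per well of 250 cells).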
GLP1R cytotox: qHTS of GLP-1 Receptor Inverse Agonists: Cytotox Screen; Potency, µM (doses to about 38.3 µM), inactives show top-dose activity change, negative = inhibition, most hits filed as inhibitors; 410,000 compounds, 0.13% hits; HEK293 cAMP-luciferase reporter cells, luminescence, 24 h;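 further: loss of luciferase light is scored as toxicity; on the % scale 0 is the no-effect control and ±100 the full control effect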
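MLSMR compounds, 24 hr on cells at 37 deg C/5% CO2; luminescence after luciferase reagent (12 min RT). Inhibition counted as the undesired cytotoxic outcome.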
HT1080-NT tox: qHTS for induction of synthetic lethality in tumor cells producing 2HG: qHTS for the HT-1080-NT fibrosarcoma cell line | 360,000 compounds, 1.6% hits | Potency, µM (doses to about 46.1 µM), for inactives: top-dose activity, negative = less viability, usual class: cytotoxic | AID 686970, 2013 | HT-1080-NT fibrosarcoma viability, CellTiter-Glo ATP luminescence, 48 h;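 further: NT is the 2HG producing partner of a matched IDH1 knockdown line; 0% = DMSO-treated cells and -100% = media-only wells without cells; nearly all actives have a fitted effect of over 55% in size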
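Read-out is CellTiter-Glo luminescence after 10 minutes at room temperature, following 48 hours' compound treatment of HT-1080-NT cells (750 cells/well, RPMI, 5% FBS, 37 degrees C).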
TDP43 rescue: qHTS of TDP-43 Inhibitors; TDP-43 expressing yeast growth rescue, BacTiter-Glo, 24 h; Potency, µM (top dose mostly 46.1 µM), without a hit: at the top dose growth rescue (activation), usual class: activators; 410,000 compounds, 1.8% hits; AID 652104, 2013; further: % of control where 0% means no effect; nearly all actives have a fitted effect of over 50% in size
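Yeast expressing TDP-43 (pregrown in raffinose, seeded at OD600=0.02 in galactose medium) exposed to compounds 24 hr at 30 deg C. Growth read by BacTiter-Glo luminescence; rescue of toxicity appears as increased signal.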
GLP-1R inv ag: qHTS of GLP-1 Receptor Inverse Agonists (Inhibition Mode); Glucagon-like peptide 1 receptor (Homo sapiens), P43220; HEK293 GLP-1R CRE-luciferase, luminescence, 24 h; GLP-1R form is constitutively active; Potency, µM (series often up to 38.3 µM), without a hit: top-dose activity change, negative = inhibition, usual class: inhibitors; 410,000 compounds, 1.6% hits; AID 624417, 2012; further: on the % scale 0 is the no-effect control and ±100 the full control effect; nearly all actives have a fitted effect of over 55% in size
Target sequence (P43220 whole entry, looked up): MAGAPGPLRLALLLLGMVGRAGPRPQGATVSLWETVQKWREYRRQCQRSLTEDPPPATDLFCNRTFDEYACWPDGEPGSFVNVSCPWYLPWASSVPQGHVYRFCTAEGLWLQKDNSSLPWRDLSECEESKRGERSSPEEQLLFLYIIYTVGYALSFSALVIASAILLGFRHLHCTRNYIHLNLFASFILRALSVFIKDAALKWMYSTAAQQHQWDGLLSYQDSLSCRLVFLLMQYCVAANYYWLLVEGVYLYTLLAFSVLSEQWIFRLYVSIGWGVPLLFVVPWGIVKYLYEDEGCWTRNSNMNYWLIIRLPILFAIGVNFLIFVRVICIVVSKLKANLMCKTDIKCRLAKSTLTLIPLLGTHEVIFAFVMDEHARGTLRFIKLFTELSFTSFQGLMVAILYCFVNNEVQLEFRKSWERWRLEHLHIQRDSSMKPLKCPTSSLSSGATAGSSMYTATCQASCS
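qHTS in 1536-well format: reporter HEK293 cells expressing constitutive GLP-1R activity in DMEM + 10% Nu serum, 24 hr with compounds at 37 deg C, luminescence read after 12 min with detection reagent.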
KB-V1 cytotox: qHTS assay for MDR1-selective chemotherapeutics: Primary screen using the drug-selected MDR subline cells KB-V1 | 400,000 compounds, 3.4% hits | KB-V1 MDR cells viability, CellTiter-Glo, 72 h | Potency, µM (top dose mostly 46.1 µM), inactives show at the top dose activity change, negative = cytotoxicity, hits mostly cytotoxic | AID 1347076, 2019; further: on the % scale 0 is the no-effect control and ±100 the full control effect; nearly all actives have a fitted effect of over 60% in size
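Cells of the MDR subline KB-V1 are plated, dosed with compound at multiple concentrations, and incubated 72 h at 37 degrees C; CellTiter-Glo is then added and luminescence read after 10 min.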
GLP-1R agonist: qHTS of GLP-1 Receptor Agonists; Glucagon-like peptide 1 receptor (Homo sapiens), P43220; HEK293 GLP-1R CRE-luciferase, luminescence, 4-6 h; cells express a hypersensitive GLP-1R form; Potency, µM (titrated, usually from 45.6 µM), without a hit: at the highest dose activation, hits mostly activators; 380,000 compounds, 0.007% hits; AID 624172, 2012; further: % of control where 0% means no effect
An asterisk follows results filed as active; u = inconclusive; x = not tested or not shown; & = joins results of further samples; [ ] = remark or other dose. The call rests on the fitted dose curve; in most records, active means well fitted curve in the direction sought with a large enough effect; inconclusive means small, poorly fitted or top-dose-only effect, or another doubt; inactive means no such curve, though single readings can be large; an effect the other way counts as inactive or inconclusive. Potency means the concentration at half of the fitted maximal effect.

Below each SMILES: TDP43 rescue	HT1080-NT tox	GLP-1R inv ag	KB-3-1 tox	GLP1R cytotox	SW480 rereplic	GLP-1R agonist	KB-V1 cytotox	HT1080 IDH1KD tx
CCCCN(CC)CCNC(=O)c1cc2c(-c3ccc(Cl)cc3)nn(C)c2s1
    -17%&6%	21µM*	u	u	u	u	14%	23µM*	21µM*
COc1ccc(/C=C2\SC(=S)N(CCCC(=O)N3CCN(C)CC3)C2=O)cc1
    -27%	26µM*	u	-5%	u	-1%	3%	-17%	16µM*
CCc1nc2ccc(C(=O)NCc3ccc(SC)cc3)cc2nc1CC
    14%	x	29%	0%	2%	x	x	3%	x
CCCCNC(=O)c1cc(C)no1
    14%	9%	8%	-20%	4%	-3%	-2%	u	3%
Cc1ccc(OCC(=O)Nc2ccc(S(=O)(=O)N3CCCC3)cc2)cc1
    -8%	7%	u	9%	-22%	-1%	8%	-27%	9%
O=C(/C=C/c1ccc([N+](=O)[O-])cc1)N(c1ccccn1)C1CCCCC1
    -2%	-15%	1%	16%	-1%	3%	0%	-13%	3%
CC1CC(C)CN(S(=O)(=O)c2ccc(NC(=S)NC(=O)c3ccccc3)cc2)C1 (centres undefined)
    7%	2%	-19%	3%	13%	-19%	-1%	u	9%
CCOC(=O)N1CCN(C(=O)C(=O)Nc2ccc3nc4n(c(=O)c3c2)CCCCC4)CC1
    18%	2%	0%	-10%	12%	-2%	-1%	8%	-2%
CCN(Cc1ccccc1)S(=O)(=O)c1cn(C)cn1
    2%	10%	5%	3%	6%	-35%[inhibitor]	-3%	u	6%
CC(=O)c1c(C)[nH]c(C(=O)OCC(=O)NCc2ccc(Cl)cc2)c1C
    15%	-8%[9.24 µM]	u	u	-1%	-39%[inhibitor]	3%	6%	u
COc1ccc2c(c1)Cc1c-2cc(Br)c(N)c1Br
    21%	3%	6%	21%	-15%	x	1%	0%	1%
c1ccc2c(N3CCCCC3)nc(N3CCCC3)nc2c1
    14%	-7%	-45%	-7%	u	2%	2%	16µM*	0%
CCOc1ccc(C(C(=O)NC2CCCCC2)N(C(=O)c2ccccn2)c2cccnc2)cc1 (centres undefined)
    -5%	3%	-2%	0%	-8%	-1%	7%	-2%	3%
CC(=O)Nc1cccc(OCc2ccc([N+](=O)[O-])cc2)c1
    19%	-1%	34%[activator]	5%	-10%	x	5%	u	3%
Cc1ccsc1C(=O)OCC(=O)NCc1ccco1
    27%	18%	15%[7.66 µM]	-18%	-5%[7.66 µM]	-8%	-1%	2%	13%
CC(/C=N\NC(=O)c1cc(C)oc1C)=C\c1ccccc1
    -11%[0.397 µM]	-8%	7%	-2%	-1%	0%	13%	-17%	10%
Cc1nc2cc(-c3ccc(Br)cc3)[nH]n2c(=O)c1Cl
    -23%	1%	11%	-12%	3%	-3%	15%	23%	-1%
CC(C)C[C@@H](COc1ccccc1)N1CCN(C)CCC1=O
    11%	11%	19%	18%&0%	2%	-15%	-1%	u	6%
COc1cc(C(O)c2nc(-c3cc4ccccc4o3)cs2)ccc1F (centres undefined)
    17%	u	u	0%	-4%	x	1%	0%	u
Cc1cc(Cl)ccc1NC(=O)CN1C(=O)COc2ccc(S(=O)(=O)Nc3ccccc3)cc21
    6%	x	u	-17%	-14%	x	-4%	-25%	x
CCOCCCn1c(C)nc2c(c1=O)c1nc3ccccc3nc1n2-c1ccc2c(c1)OCCO2
    11%	17%	9%	3%	13%	-6%	0%	-18%	16%
O=C(CN1C(=O)NC2(CCSC2)C1=O)N1CCN(c2ccc(F)cc2)CC1 (centres undefined)
    3%	10%	3%	4%	-3%	-7%[9.22 µM]	-3%	-1%	6%
Cc1ccc(CNC(=O)c2ccccc2N(C)S(C)(=O)=O)cc1
    -20%	14%	-11%	-5%	-8%	1%	1%	5%	3%
Cc1cc(SCC(=O)NCCCN2CCCC2=O)nc2ccccc12
    7%	-1%	20%	-1%	1%	14%	5%	-11%	-6%
O=C(CCNC(=O)c1ccco1)Nc1cccc(C(F)(F)F)c1
    -8%	24%	-8%	-2%	-2%	-17%	5%	3%	24%
COc1ccc(S(=O)(=O)N2CCOCC2)cc1NC(=O)c1sccc1C
    12%	15%	12%	12%	4%	0%	-5%	-23%	2%
COc1ccccc1C(=O)c1nc2ccccc2n1C
    10%	18%	3%	-7%	4%	u	10%	u	11%
OCCN1CCN(c2ncnc3scc(-c4ccc(F)cc4)c23)CC1
    12%	-11%	-19%	3%	9%	-2%	-2%	6%	-17%
CCc1ccc(-n2c(=O)c3c(C)c(C)sc3n(CC(=O)NCC3CCCO3)c2=O)cc1 (centres undefined)
    7%	0%	4%	0%	-6%	-1%	14%	-7%	-1%
CC(NC(=O)CN1c2cccc3cccc(c23)S1(=O)=O)c1ccc(S(N)(=O)=O)cc1 (centres undefined)
    14%	-9%	-17%	-1%	-20%	9%	-9%	23%	-7%
Nc1nonc1C(=O)NCCNC(=O)c1ccccc1F
    14%	6%	8%	1%	-12%	-1%	-16%	u	11%
OCC[C@@H]1C[C@@H](O)[C@H](O)[C@]2(CCCCO2)O1
    18%	16%	-15%	43%	-31%	1%	-6%	33%	22%
CSc1nc2n(n1)C(c1cccs1)C1=C(CCCC1=O)N2 (centres undefined)
    -7%	5%	39%	7%	3%	1%	5%	0%	3%
COc1ccc2nc(/C=N/NC(=O)[C@H](CCSC)NC(=O)OC(C)(C)C)ccc2c1
    3%	4%	10%	1%	-6%	-9%	22%	9%	0%
CN1C(C(=O)NCC2CC2)CC2Cn3c(nc4cc5ccccc5cc43)C21 (centres undefined)
    -4%	-5%	13%	0%	-5%	19%	-1%	3%	1%
O=C(CSc1nc2ccsc2c(=O)n1Cc1ccc(F)cc1)NCc1ccc(Cl)cc1
    23%	x	-4%	0%	-1%	x	-1%	26%	x
Clc1cccc(-c2cc3nc4c(c(N5CCN(c6cnccn6)CC5)n3n2)CCCC4)c1
    -2%	9%	-21%	u	12%	1%	1%	-9%	8%
CCOc1cc(C(=O)OCC(=O)c2c(N)n(C)c(=O)n(C)c2=O)cc(OCC)c1OCC
    0%	2%	0%	5%	0%	0%	-14%	18µM*	3%
O=C(CN1CCN(S(=O)(=O)c2ccc3c(c2)OCCCO3)CC1)N1CCc2ccccc21
    9%	-1%	10%	1%	7%	x	9%	-19%	9%
COCC(C)n1c(SCC(=O)NC(=O)NCc2ccccc2)nc2ccccc2c1=O (centres undefined)
    -3%	-8%	u	-5%	7%	u	1%	0%	-15%
CCOc1ccc(-c2cc(CCCC(=O)Nc3cc(OC)ccc3OC)no2)cc1
    -2%	22%	0%	8%	-61%	-1%	10%	u	6%
O=C(NCCc1nc(-c2ccccc2Cl)no1)C1CCCCC1
    18%	-1%	-11%	-11%	-3%	-17%[9.22 µM]	3%	u	-1%
O=C(CCC(=O)N1Cc2ccccc2Oc2ncccc21)NCc1ccccc1Cl
    -7%[9.22 µM]	x	-15%	3%	0%	x	x	1%	x
O=C(c1cccc(Cl)c1)N1CCN(C(=O)c2ccco2)CC1
    0%	0%	8%	-1%	-5%	0%	2%	-21%	11%
Cc1onc(-c2c(Cl)cccc2Cl)c1COC(=O)c1ccc(Cl)cc1[N+](=O)[O-]
    7%	-14%	u	u	3%	3%	13%	1%	-10%
CCc1ccc(OCC(=O)Nc2ccc(Cl)c(-c3nc4ncccc4o3)c2)cc1
    15%	x	-13%	-12%	0%	x	x	-4%	x
C=CCN(CC=C)C(=O)C1c2ccccc2Oc2ccccc21
    21%	-1%	u	-3%	1%	x	-5%	-17%	-7%
COc1ccccc1N(CC(=O)NC1CCCC1)C(=O)CCCC(=O)Nc1ccccn1
    -8%	-2%	3%	-2%	-3%	1%	6%	-16%	-3%
Cc1cc(C)n(-c2nc(C(=O)O)cs2)n1
    4%	16%	16%	2%	13%	-3%	1%	u	4%
O=C1c2ccccc2C(=O)c2c1ncn2-c1ccccc1
    -3%	u	30%	u	5%	16µM*	3%	21µM*	-18%

Four entries from above in a different format:
| SMILES | TDP43 rescue | HT1080-NT tox | GLP-1R inv ag | KB-3-1 tox | GLP1R cytotox | SW480 rereplic | GLP-1R agonist | KB-V1 cytotox | HT1080 IDH1KD tx |
| --- | --- | --- | --- | --- | --- | --- | --- | --- | --- |
| Clc1cccc(-c2cc3nc4c(c(N5CCN(c6cnccn6)CC5)n3n2)CCCC4)c1 | -2% | 9% | -21% | u | 12% | 1% | 1% | -9% | 8% |
| CCOc1cc(C(=O)OCC(=O)c2c(N)n(C)c(=O)n(C)c2=O)cc(OCC)c1OCC | 0% | 2% | 0% | 5% | 0% | 0% | -14% | 18µM* | 3% |
| O=C(CN1CCN(S(=O)(=O)c2ccc3c(c2)OCCCO3)CC1)N1CCc2ccccc21 | 9% | -1% | 10% | 1% | 7% | x | 9% | -19% | 9% |
| COCC(C)n1c(SCC(=O)NC(=O)NCc2ccccc2)nc2ccccc2c1=O (centres undefined) | -3% | -8% | u | -5% | 7% | u | 1% | 0% | -15% |
